KB-V1 MDR tox: qHTS assay for MDR1-selective chemotherapeutics: Primary screen using the drug-selected MDR subline cells KB-V1. 400,000 compounds, 3.4% hits. KB-V1 MDR cells viability, CellTiter-Glo, 72 h. Potency, µM (titrated, usually from 46.1 µM), without a hit: top-dose activity change, negative = cytotoxicity, hits mostly cytotoxic; note: potency is the fitted concentration of half-maximal effect; % is set by controls: 0 for no effect and ±100 for the full control effect; nearly all actives have a fitted effect of over 60% in size
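Luminescent ATP read-out (CellTiter-Glo, 10 min) measures survival of drug-selected KB-V1 MDR cells after 72 h, 37 degrees C compound exposure. Medium: phenol-red-free DMEM, 10% FBS. Values from fitted concentration-response curves.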
GLP-1R agonist: qHTS of GLP-1 Receptor Agonists | Potency, µM (series often up to 45.6 µM), for inactives: top-dose activation, hits mostly activators | Glucagon-like peptide 1 receptor (Homo sapiens), P43220 | HEK293 GLP-1R CRE-luciferase, luminescence, 4-6 h; cells express a hypersensitive GLP-1R form | 380,000 compounds, 0.007% hits | AID 624172, 2012; note: potency is the fitted concentration of half-maximal effect; % of control where 0% means no effect
Target sequence (P43220 whole entry, looked up): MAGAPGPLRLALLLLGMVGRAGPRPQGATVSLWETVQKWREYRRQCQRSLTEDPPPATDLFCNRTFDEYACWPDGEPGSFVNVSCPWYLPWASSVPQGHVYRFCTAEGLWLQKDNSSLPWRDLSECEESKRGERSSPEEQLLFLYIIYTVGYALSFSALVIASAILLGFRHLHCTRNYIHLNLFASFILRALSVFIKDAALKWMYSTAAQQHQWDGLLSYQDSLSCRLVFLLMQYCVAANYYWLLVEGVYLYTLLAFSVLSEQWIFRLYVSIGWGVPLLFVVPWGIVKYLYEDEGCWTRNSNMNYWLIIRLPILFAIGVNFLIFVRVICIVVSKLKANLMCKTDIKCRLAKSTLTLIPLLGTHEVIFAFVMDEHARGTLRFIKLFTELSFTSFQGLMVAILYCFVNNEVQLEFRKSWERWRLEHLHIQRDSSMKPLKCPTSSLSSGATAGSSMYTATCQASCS
DRD3 agonist: qHTS of D3 Dopamine Receptor Agonist: qHTS; AID 652048, 2013; 410,000 compounds, 0.58% hits; D3R DiscoveRx beta-arrestin cells, luminescence, 90 min; max activation, %; in the data active = max activation above about 30%; note: 0% is about no effect; mostly tested at two doses, the higher about 12 µM
Target sequence (P35462 whole entry, looked up): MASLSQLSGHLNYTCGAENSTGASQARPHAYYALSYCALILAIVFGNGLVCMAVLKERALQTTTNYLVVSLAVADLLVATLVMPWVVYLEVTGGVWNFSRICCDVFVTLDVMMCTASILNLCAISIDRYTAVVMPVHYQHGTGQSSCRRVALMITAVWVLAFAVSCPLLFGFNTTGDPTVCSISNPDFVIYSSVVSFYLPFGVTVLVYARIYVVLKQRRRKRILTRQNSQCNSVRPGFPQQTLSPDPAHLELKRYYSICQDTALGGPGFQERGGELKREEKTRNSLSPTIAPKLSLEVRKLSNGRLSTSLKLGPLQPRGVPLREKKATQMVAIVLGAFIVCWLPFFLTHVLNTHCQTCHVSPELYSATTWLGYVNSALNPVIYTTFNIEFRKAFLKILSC
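Cells at 1500/well, incubated overnight, then treated with pinned compounds (dopamine as control) for 90 min at 37 degrees C. DiscoveRx reagent added for 30 - 60 minutes at room temperature; luminescence read.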
HT1080NT lethal: qHTS for induction of synthetic lethality in tumor cells producing 2HG: qHTS for the HT-1080-NT fibrosarcoma cell line; HT-1080-NT fibrosarcoma viability, CellTiter-Glo ATP luminescence, 48 h; Potency, µM (top dose mostly 46.1 µM), for the others: at the top dose activity, negative = less viability, hits mostly cytotoxic; 360,000 compounds, 1.6% hits; AID 686970, 2013;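 note: NT is the 2HG producing partner of a matched IDH1 knockdown line; potency is the fitted concentration of half-maximal effect; 0% = DMSO-treated cells and -100% = media-only wells without cells; nearly all actives have a fitted effect of over 55% in size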
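A 48-hour cytotoxicity screen used HT-1080-NT cells plated 2 hours before compound delivery. ATP-based CellTiter-Glo luminescence measured viability, normalized to DMSO and no-cell controls.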
HT1080 IDH1KD tx: qHTS for induction of synthetic lethality in tumor cells producing 2HG: qHTS for the HT-1080-IDH1KD cell line. 360,000 compounds, 2% hits. Potency, µM (top dose mostly 46.1 µM), without a hit: at the top dose activity, negative = toxicity, most hits filed as cytotoxic. AID 686971, 2013. HT-1080 IDH1 knockdown viability, ATP luminescence, 48 h;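 note: potency is the fitted concentration of half-maximal effect; 0% = DMSO wells and -100% = cell-free medium wells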
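Knockdown cells (IDH1KD HT-1080) received compounds 2 h after plating at 750 cells/well and were kept 48 h at 37 °C in 5% FBS RPMI. A CellTiter-Glo luminescence read gave % activity for curve fitting.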
DRD3 antagonist: qHTS of D3 Dopamine Receptor Antagonist: qHTS; D(3) dopamine receptor (Homo sapiens), P35462; max response, negative = inhibition, %; 360,000 compounds, 2.5% hits; AID 652054, 2013; D3R cells, DiscoveRx beta-arrestin luminescence, antagonist mode; hits give low values; in the data active = max response below about -50%; inconclusive = no clear call, values can overlap the other calls; note: % is set by controls: 0 for no effect and ±100 for the full control effect; mostly tested at two doses, the higher about 12 µM
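Cells plated overnight at 1500 cells/well, then exposed to library compounds with dopamine controls for 90 minutes at 37 degrees C. DiscoveRx reagent added for 30–60 minutes at room temperature; luminescence read, quantitative HTS format.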
IL1B secr inh: qHTS for Inhibitors of Inflammasome Signaling: IL-1-beta AlphaLISA Primary Screen; activity change, % at 57.5 µM; 360,000 compounds, 4.7% hits; THP-1 LPS/ATP IL-1B secretion, AlphaLISA, 16 h; hits give low values; AID 743279, 2014; in the data active = activity change below about -50%; inconclusive = mostly about -30% to -49%; note: % is set by controls: 0 for no effect and ±100 for the full control effect
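Secreted IL-1B measured by AlphaLISA bead assay after 16 h compound exposure of THP-1 cells; compounds (final up to 57.5 uM) added 1 h before LPS (250 ng/mL) and ATP (1.25 mM) stimulation; lower signal means less secretion.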
SW480 rereplic: A quantitative high throughput screen for small molecules that induce DNA re-replication in SW480 colon adenocarcinoma cells | SW480 DNA re-replication, Hoechst DNA content imaging, 48 h | Potency, µM (titrated, usually from 46.1 µM), inactives show top-dose re-replication activation, usual class: activators | 340,000 compounds, 1.8% hits; note: potency is the fitted concentration of half-maximal effect; % of control where 0% means no effect; nearly all actives have a fitted effect of over 55% in size
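250 cells/well; 23 nL cpd via pin tool; 48 hr, 37 C, 5% CO2; Hoechst 40 min; imager read of total nuclear intensity, ex 405/em 500-530 nm.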
KB-3-1 cytotox: qHTS assay for MDR1-selective chemotherapeutics: Primary screen using the parental adenocarcinoma cell KB-3-1; Potency, µM (series often up to 46.1 µM), inactives show top-dose activity change, negative = cytotoxic, hits mostly cytotoxic; KB-3-1 viability, CellTiter-Glo ATP luminescence, 72 h; AID 1347075, 2019; 400,000 compounds, 1.4% hits; note: potency is the fitted concentration of half-maximal effect; % is set by controls: 0 for no effect and ±100 for the full control effect; nearly all actives have a fitted effect of over 60% in size
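Using CellTiter-Glo luminescence, growth of non-resistant KB-3-1 adenocarcinoma cells is assessed 72 h after pin-tool compound addition at 37 °C. Normalized responses across the concentration series yield fitted curves.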
* marks the source's active call; other numbers are inactive results; ? = inconclusive; nt = not tested or not shown; [ ] = dose if it differs, or a comment. Unless noted, calls come from the whole dose curve; as a rule, active = well fitted curve in the direction sought with a large enough effect; inconclusive = small, poorly fitted or top-dose-only effect, or another doubt; inactive = no such curve, though single readings can be large; an effect the other way counts as inactive or inconclusive.

SMILES	KB-V1 MDR tox	GLP-1R agonist	DRD3 agonist	HT1080NT lethal	HT1080 IDH1KD tx	DRD3 antagonist	IL1B secr inh	SW480 rereplic	KB-3-1 cytotox
COc1ccc(N2CCN(C(C)C(=O)Nc3nnc(C)s3)CC2)cc1 (stereo not drawn)	-6%	-1%	-3	3%	2%	7	23	-1%	1%
COc1cccc(C(c2nnnn2C2CCCCC2)N2CCN(C/C=C/c3ccccc3)CC2)c1OC (stereo not drawn)	?	-3%	-17	?	?	-118*	nt	nt	?
CCOc1ncccc1C(=O)NCCc1ccc(S(N)(=O)=O)cc1	-3%	19%	4	9%	4%	3	-21	-32%[inhibitor]	3%
O=C(c1ccco1)N1CCN(Cc2ccc(Br)cc2)CC1	0%	-4%	33*	0%	1%	-2	0	-2%	-4%
Cc1cc(C)nc(SCc2nnc(SCC(=O)Nc3ccc(C)c(C)c3)o2)n1	1%	3%	-4	8%	7%	-3	0	3%	18%
Cn1cc(CC(=O)NCCN2CCOCC2)c2ccccc21	-1%	18%	0	?	?	4	96	23µM*	-2%
Cc1ccc(S(=O)(=O)Nc2cccc(C(=O)N3CCOCC3)c2)cc1	15%	13%	17	11%	1%	25	5	-90%[inhibitor]	17%
C/C(CCC(C)C)=N\NC(=S)Nc1cc(S(=O)(=O)N2CCOCC2)ccc1N1CCOCC1	?	2%	0	-2%	0%	-11	-25	0%	7%
Cc1ccccc1C1CC(c2ccccc2)Nc2ncnn21 (stereo not drawn)	-22%	6%	-3	?	2%	-27	2	-4%	?
Cc1nonc1C(=O)N/N=C/c1ccc([N+](=O)[O-])o1	11%	-5%	-8	-30%	?	-15	-1	-226%[1.84 µM]	?
COc1ccccc1CN(C)C[C@@H]1OCc2cnnn2CCCC(=O)N([C@@H](C)CO)C[C@H]1C	5%	-7%	-5	-2%	-1%	-14	9	nt	-16%
Cc1ccc(S(=O)(=O)N2CCc3ccccc3C2CN2C(=O)c3ccccc3C2=O)cc1 (stereo not drawn)	-18%	-3%	1	-10%	-2%	4	0	2%[9.22 µM]	-12%
Cc1cc2c(cc1C)CSC(c1ccc3ccccc3c1O)SC2	-4%	-6%	2	?	?	-10	19	5%	-19%
COc1ccccc1C(CC(N)=O)c1ccco1 (stereo not drawn)	?	-1%	-4	4%	8%	-23	0	-11%	11%
CCOC(=O)c1ccc2[nH]c3c(c2c1)CCCC3NC=O (stereo not drawn)	-7%	9%	-2	-1%	-5%	-9	-24	4%	-4%
Cc1cnc(C(=O)OCC(=O)c2csc(N3CCCCC3)n2)cn1	14%	-5%	3	19%	18%	-8	-11	-6%	3%
COCCNc1nc(Oc2cccc(NC(C)=O)c2)c2sc(-c3ccccc3)cc2n1	-1%	-7%	-2	-5%	0%	15	-22	nt	0%
COc1ccc(/C=N/NC(=O)c2ccc(Cl)cc2)cc1COC(C)=O	-1%	-2%	-20	6%	-1%	-21	-6	1%	7%
C=C1CCN([C@@H](C)C(=O)OCc2cccc(C)c2)S(=O)(=O)c2ccccc21	-21%	-5%	-12	2%	7%	0	18	-10%	-4%
CCCCNc1nc(-c2ccccc2)c(C(=O)OCC)cc1C#N	18µM*	1%	-13	?	?	-8	0	?	?
COc1ccc(OC)c(-c2cc(C(=O)NCCCn3ccnc3)no2)c1	0%	18%	-26	2%	-15%	?	-21	-9%	-4%
CC1=CC(=O)N(c2cccc3c(N4C(=O)C=C(C)C4=O)cccc23)C1=O	-4%	-13%	-11	1%	26µM*	-16	-81*	13µM*	?
CSc1nsc(N/N=C/c2ccc3c(c2)OCO3)c1C#N	5%	-5%	-9	16%	15%	1	4	?	0%
O=C1NCC(O)=C1C=NCCO	0%	5%	-14	12%	-2%	-26	-4	-6%	-2%
CCOC(=O)c1ccc(CN2C(=O)c3ccccc3S2(=O)=O)cc1	21%	13%	-4	0%	7%	19	35	0%	13%
COc1ccc(NC(=O)Nc2cccs2)cc1Cl	0%	-6%	-1	-4%	-2%	-63*	-52*	5%	0%
CCOC(=O)c1sc(NC(=O)c2ccc(S(=O)(=O)N3CCOCC3)cc2)cc1C	-23%	2%	2	5%	-2%	-5	-19	7%	?
CC(C)CCOc1ccc(C(=O)NCCC(=O)N2CCOCC2)cc1	-2%	-6%	4	10%	-15%	-11	-3	4%	3%
CCN1C(=O)/C(=C/N2CCc3ccccc32)SC1=S	-14%	0%	-1	?	20%	-2	-7	1%	6%
CCNC(=S)N(CCc1c(C)[nH]c2ccccc12)Cc1cccnc1	18%	1%	1	0%	1%	-1	22	-20%	0%
Cc1cc(NS(C)(=O)=O)c(=O)n(Cc2cccc(C(F)(F)F)c2)c1	0%	-3%	2	0%	2%	10	-7	nt	0%
O=C1CN2CCC1C/C2=C\c1ccnc2c(Cl)cccc12 (stereo not drawn)	9%	5%	3	6%	4%	19	9	-2%	-5%
Oc1nc(-c2ccc(Br)cc2)n2ccncc12	0%	-2%	9	4%	16%	6	13	-2%	12%
CCOc1ccc(S(=O)(=O)Nc2cccc(C(=O)N3CCN(c4cccc(OC)c4)CC3)c2)cc1	5%	14%	8	-2%	-10%	-3	39	-36%[inhibitor]	-15%
O=C(CSCCc1ccccn1)Nc1ccccn1	-10%	-17%	-7	3%	-5%	-10	5	-2%	?
CCOC(=O)C1(Cc2ccc(OC)cc2)CCN(C(=O)[C@@H]2CCCN2C(C)=O)CC1	4%	-5%	2	7%	7%	30	4	-2%	2%
CCCN(C(=O)CN1C(=O)NC2(CCCCCC2)C1=O)C1CCS(=O)(=O)C1 (stereo not drawn)	21%	-5%	-2	22%	3%	7	-3	-17%	-6%
COc1cc(C(=O)Nc2cc(-c3cn4cccnc4n3)ccc2C)cc(OC)c1OC	3%	3%	7	14%	3%	-12	15	-5%	4%
O=C(CN1CCOCC1)Nc1c(Cl)cc(Cl)cc1Cl	1%	-6%	-2	5%	1%	4	0	-10%	14%
N/C(Cc1ccc(Cl)c(Cl)c1)=N\OC(=O)c1ccc(Br)o1	?	?	15	4%	1%	2	-8	-35%[inhibitor]	10%
CCOC(=O)C1C(C)=C(Nc2ccc(OC)cc2)C(=O)N1c1ccc(OC)cc1 (stereo not drawn)	6%	-10%	2	18%	11%	9	17	4%	17%
O=C(NC1CCN(S(=O)(=O)c2ccc(F)cc2)CC1)C1CCCCC1	11%	0%	-7	15%	0%	-9	-11	-23%	3%
CC1=C(C(=O)Nc2cc(C)ccn2)C(c2ccc(C)cc2)C2=C(CCCC2=O)N1 (stereo not drawn)	10%	9%	-4	0%	2%	-14	-2	0%[9.22 µM]	10%
C=CCn1c(SC(C)CC)nc(O)cc1=O (stereo not drawn)	0%	-8%	-6	-10%	-4%	14	-15	7%	-3%
CC(C)(C)NC(=O)CN(CCN1CCOCC1)C(=O)CNS(=O)(=O)c1ccccc1	14%	5%	17	11%	9%	1	3	-15%	3%
COC(=O)[C@H](Cc1ccccc1)NC(=O)N1CCN(Cc2ccccc2)CC1	?	1%	-8	0%	?	5	-13	-1%	0%
Cc1ccc(C(=O)C[n+]2cccc(C(N)=O)c2)cc1	23%	14%	-7	16%	-1%	8	13	-38%[inhibitor]	7%
O=C(CN1C(=O)NC2(CCCCCC2)C1=O)N1CCN(c2ccc(F)cc2)CC1	-6%	8%	-3	2%	1%	-4	16	-4%	0%

Molecules listed so far with two or more sulfur atoms (6):
SMILES	KB-V1 MDR tox	GLP-1R agonist	DRD3 agonist	HT1080NT lethal	HT1080 IDH1KD tx	DRD3 antagonist	IL1B secr inh	SW480 rereplic	KB-3-1 cytotox
Cc1cc(C)nc(SCc2nnc(SCC(=O)Nc3ccc(C)c(C)c3)o2)n1	1%	3%	-4	8%	7%	-3	0	3%	18%
C/C(CCC(C)C)=N\NC(=S)Nc1cc(S(=O)(=O)N2CCOCC2)ccc1N1CCOCC1	?	2%	0	-2%	0%	-11	-25	0%	7%
Cc1cc2c(cc1C)CSC(c1ccc3ccccc3c1O)SC2	-4%	-6%	2	?	?	-10	19	5%	-19%
CSc1nsc(N/N=C/c2ccc3c(c2)OCO3)c1C#N	5%	-5%	-9	16%	15%	1	4	?	0%
CCOC(=O)c1sc(NC(=O)c2ccc(S(=O)(=O)N3CCOCC3)cc2)cc1C	-23%	2%	2	5%	-2%	-5	-19	7%	?
CCN1C(=O)/C(=C/N2CCc3ccccc32)SC1=S	-14%	0%	-1	?	20%	-2	-7	1%	6%

(cont.)
SMILES	KB-V1 MDR tox	GLP-1R agonist	DRD3 agonist	HT1080NT lethal	HT1080 IDH1KD tx	DRD3 antagonist	IL1B secr inh	SW480 rereplic	KB-3-1 cytotox
O=C(NCCC1=CCCCC1)C1CC(=O)N(C2CCCCCC2)C1 (stereo not drawn)	-17%	0%	-4	0%	1%	-18	19	-3%	0%
COc1ccccc1Cn1c(/C=C/c2ccccc2)nc2ccccc21	5.2µM*	0%	-5	-17%	-21%	-4	-80*	?	16µM*
Cc1cnc(C(=O)OC(C)C(=O)Nc2ccc(Oc3ccccc3)cc2)cn1 (stereo not drawn)	-2%	10%	28	-7%	-4%	3	-5	-6%	-4%
CCCCn1c(Cc2ccccc2)n[nH]c1=S	?	-4%	1	6%	5%	?	12	3%	-18%
COCCn1cnc2cc(C)c(C)cc21	-26%	1%	1	4%	20%	29	17	-7%	2%
